# Compound activity (PubChem BioAssay)
# VLA-4 antagonist = inhibitors of LDV-FITC binding to Mn2+-activated VLA-4, primary screen, Jurkat cells. Integrin alpha-4 (Homo sapiens), P13612. LDV-FITC binding with Mn2+, flow cytometry; 100% = Mn2+-driven binding gain fully reversed. inhibition, % at 10 µM (by protocol). actives 0.2% (n = 24,000). AID 529, 2006;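 active = inhibition above 50%; inconclusive = compound itself fluorescent, judged against control cell fluorescence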;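 also: 0% = Mn2+ stimulated cells lacking compound and 100% = ligand binding without Mn2+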
# Target sequence (P13612 whole entry, looked up): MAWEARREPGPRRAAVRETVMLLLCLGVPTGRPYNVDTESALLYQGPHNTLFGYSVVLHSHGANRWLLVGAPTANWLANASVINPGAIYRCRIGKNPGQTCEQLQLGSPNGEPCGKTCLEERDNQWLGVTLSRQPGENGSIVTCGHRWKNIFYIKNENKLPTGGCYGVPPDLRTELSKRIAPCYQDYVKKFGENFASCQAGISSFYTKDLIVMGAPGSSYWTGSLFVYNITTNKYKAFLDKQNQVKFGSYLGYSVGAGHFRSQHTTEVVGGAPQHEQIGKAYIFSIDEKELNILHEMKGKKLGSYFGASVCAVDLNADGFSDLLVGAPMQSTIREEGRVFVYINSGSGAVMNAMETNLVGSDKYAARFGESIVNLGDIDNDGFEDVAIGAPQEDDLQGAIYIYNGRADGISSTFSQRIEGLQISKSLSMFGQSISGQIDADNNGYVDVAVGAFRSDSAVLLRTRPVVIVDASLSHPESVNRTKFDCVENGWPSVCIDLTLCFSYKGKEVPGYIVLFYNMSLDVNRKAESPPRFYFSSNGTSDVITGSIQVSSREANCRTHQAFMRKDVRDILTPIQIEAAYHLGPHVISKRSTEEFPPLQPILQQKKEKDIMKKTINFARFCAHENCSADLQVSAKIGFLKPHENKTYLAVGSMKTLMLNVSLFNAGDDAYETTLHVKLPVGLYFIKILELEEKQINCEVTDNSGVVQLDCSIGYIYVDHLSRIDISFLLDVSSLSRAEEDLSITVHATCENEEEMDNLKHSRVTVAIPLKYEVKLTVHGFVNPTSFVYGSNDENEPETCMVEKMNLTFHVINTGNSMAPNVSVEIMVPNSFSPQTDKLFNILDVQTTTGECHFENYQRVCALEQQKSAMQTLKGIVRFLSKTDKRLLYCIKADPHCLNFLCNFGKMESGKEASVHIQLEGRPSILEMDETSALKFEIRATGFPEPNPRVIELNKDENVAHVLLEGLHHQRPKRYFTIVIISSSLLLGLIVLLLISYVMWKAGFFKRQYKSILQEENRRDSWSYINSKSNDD
# VLA-4 allo ag = enhancers of LDV-FITC binding to VLA-4 integrin, primary screen, Jurkat cells, flow cytometry. Integrin alpha-4 (Homo sapiens), P13612. activation, % at 10 µM (by protocol). 24,000 tested, under 10 active. AID 528, 2006;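 active = fluorescent ligand binding to cells raised by more than 40% of the manganese-induced maximum; inconclusive = compound's own fluorescence above 85% of the ligand control signal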;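 also: 0% = ligand binding without compound and 100% = manganese-stimulated maximal binding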
# Prostate diff = activators of LNCaP prostate cell differentiation, primary screen, flow cytometry side scatter; actives 0.56% (n = 24,000); 4 d; AID 795, 2007; side scatter shift, % at 10 µM;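 active = side scatter shift above 30%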;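 also: androgen-responsive LNCaP prostate cancer cells in charcoal-stripped serum medium; percent of cells past a gate set so DMSO wells show 10% shift; higher shift means more granular cells and more differentiation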
# Jurkat autofluor = compound autofluorescence on Jurkat cells, primary screen, artefact control for VLA-4 allosteric ligand project, cell-based, flow cytometry; actives 0.61% (n = 24,000); AID 576, 2007; fluorescence ratio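 (tested at 10 µM compound in the well)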; active compounds read high; 1 = vehicle-only cell background;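 active = fluorescence ratio above 2.44, which is 1 plus 3 SD of all ratios; inconclusive = signal too bright to measure linearly, ratio around 10 or more; inactive = fluorescence ratio below 2.44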;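 also: green fluorescence of cells measured with 488 nm excitation and 530 nm emission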
# * = called active by the depositor; ? = inconclusive; / = not tested or not shown.
Prostate diff,Jurkat autofluor,VLA-4 allo ag,VLA-4 antagonist,Compound
4,1,-1,-12,COc1ccc(CCN(C)CCCC(C#N)(c2cc(OC)c(OC)c(OC)c2)C(C)C)cc1OC (configuration not stated)
20,1,18,-9,Cc1nc2sc(C#N)c(N)c2c2c1CCCC2
3,1.1,-4,-15,Cc1nc2c(-c3ccccc3)c(C)nn2c(C)c1CCC(=O)N1CCOCC1
9,1,2,-2,O=C(NCc1nnc(SCC(=O)N2CCCCCC2)o1)c1ccco1
9,0.88,8,-9,CCS(=O)(=O)NCCc1csc(-c2ccccc2)n1
9,0.94,6,2,O=C(CCCCn1c(=O)c2ccccc2n(CC(=O)NC2CCCC2)c1=O)NC1CCCC1
3,1.1,-3,20,CCn1ncc(C2=NOC(C(=O)Nc3cccc(C(C)=O)c3)C2)c1C (configuration not stated)
/,1.1,2,5,Cc1c2c(n3c(nc4ccccc43)c1C#N)N(Cc1ccccn1)CC2
3,1.1,0,7,O=c1ccc(Br)c[nH]1
1,0.98,-3,-5,Cc1cc(Nc2ccc(Br)cc2)n2nc(C)nc2n1
4,1.1,-7,6,CCOc1ccc(-c2nc(CSCC(=O)N3CCN(C(=O)c4ccco4)CC3)c(C)o2)cc1
9,1,-4,-1,CC(C)n1c(CN2CCN(C)CC2)nc2c1c(=O)n(C)c(=O)n2C
1,1,-5,1,Cn1cnnc1SCC(=O)Nc1ccc2nc(SCc3ccccc3)sc2c1
2,1.1,?,?,Cc1cc(NC(=O)c2cccc(COc3ccc(Br)cc3)c2)no1
2,1.1,?,?,CC1(C)CC(=O)C(CCC(=O)c2ccccc2)C(C)(C)N1 (configuration not stated)
1,0.97,4,-8,CCN(CC(=O)Nc1ccc(S(N)(=O)=O)cc1)S(=O)(=O)c1cc(C)ccc1OC
9,1,1,28,COC(=O)C1=C(NC(=O)c2cccc(OC)c2)CCS1
4,1.1,4,2,COc1ccc(Cl)cc1-n1c(N)c(C(N)=O)sc1=S
11,1.1,-12,6,COc1ccc(Oc2c(C)oc3cc(OC(=O)N4CCOCC4)ccc3c2=O)cc1
19,1.4,?,?,CCOC(=O)Cc1nnc2c(Nc3ccccc3F)nc3nonc3n12
7,1.1,7,-11,CCCCCn1c(=O)[nH]c2cc(C(=O)NCCCN3CCCCC3)ccc2c1=O
24,1.1,0,-34,O=C(Nc1nc2ccc(S(=O)(=O)N3CCCC3)cc2s1)C1CCCO1 (configuration not stated)
6,1,-2,1,COc1cc(Cn2cnnn2)ccc1O
7,1.1,?,?,Cc1cc(C)n2nc3nc(N4CCCC4)nc(-c4ccccc4)c3c2n1
1,1.1,-5,-14,Cc1ccc(NC(=O)CN(C)S(=O)(=O)c2cccc3nsnc23)cc1C
9,2.2,?,?,COC(=O)c1[nH]c2ccc(C)cc2c1NC(=O)CN1CCCc2ccccc21
2,1.1,2,2,COc1ccc(-c2nc(CS(=O)CC(=O)NCc3ccco3)c(C)o2)cc1 (configuration not stated)
11,1,6,-36,CCN1CCCC1CNC(=O)c1ccc(N2CCCC2=O)cc1 (configuration not stated)
10,1,0,4,COc1ccc(OC)c(S(=O)(=O)N2CCC(C(=O)NCc3ccccc3OC)CC2)c1
4,9.2*,?,?,c1ccc(CCNc2nc3ccccc3n3nnnc23)cc1
9,1.1,5,-4,O=C(Nc1ccncc1)c1cc2ccccc2o1
6,1,-2,-20,Cn1nnc2cc(C(=O)N3CCCCCC3)ccc21
18,1.1,-4,0,O=C(Nc1ccc2c(c1)OCO2)c1nn(-c2ccccc2)c(=O)c2ccccc12
2,1,1,14,O=C(NCc1ccco1)c1cc2ccccc2c(=O)o1
11,0.9,6,-6,COc1cccc(-c2cc(C(=O)NCCc3ccccc3)no2)c1
2,1.2,-6,5,C=CCOC(=O)C1=C(C)OC(N)=C(C#N)C1c1ccccc1F (configuration not stated)
9,1.1,4,-5,CCOC(=O)c1ccn(-c2nc(-c3ccco3)cc(C(F)(F)F)n2)n1
5,1,-5,11,CCOC(=O)CN1C(=O)C(CC)Oc2ccc(Cl)cc21 (configuration not stated)
15,1.2,2,-12,Cc1cc2ncn(C(=O)N3CCOCC3)c2cc1C
9,1.1,10,-16,O=c1c(-c2ccccc2)coc2c(CN3CCOCC3)c(O)ccc12
9,0.91,0,-2,CCOc1ccccc1NC(=O)N1C2CCCC1CC(NC(=O)C1CC1)C2 (configuration not stated)
11,0.96,6,4,CNC(=O)C1CCC(=O)N1Cc1ccc(C)cc1 (configuration not stated)
2,1,1,-16,Cc1noc(C)c1S(=O)(=O)N1CCC(C(=O)N2CCN(c3ccc(F)cc3)CC2)CC1
6,1.2,?,?,Cc1ccccc1OCC(=O)Nc1ccc2c(c1)OCO2
6,1,6,10,COc1ccc(-c2nn(C)c3sc(C(=O)NCc4ccco4)cc23)cc1OC

# Single entries from above.
# Cc1cc2ncn(C(=O)N3CCOCC3)c2cc1C | Prostate diff = 15
# Cn1nnc2cc(C(=O)N3CCCCCC3)ccc21 | Jurkat autofluor = 1
# O=c1c(-c2ccccc2)coc2c(CN3CCOCC3)c(O)ccc12 | Jurkat autofluor = 1.1
# Cc1ccccc1OCC(=O)Nc1ccc2c(c1)OCO2 | Jurkat autofluor = 1.2

# Continuation.
Prostate diff,Jurkat autofluor,VLA-4 allo ag,VLA-4 antagonist,Compound
14,1,9,1,O=C(NCCN1CCOCC1)c1cc2sccc2n1Cc1ccc(F)cc1
15,1.2,-6,26,O=C(NCc1cccs1)C1CCCN(S(=O)(=O)c2cccs2)C1 (configuration not stated)
4,0.99,-2,-1,Cc1cc(C(=O)N2CCc3ccccc32)n(-c2ccccc2)n1
2,1.1,-1,20,FC(F)(F)c1ccc2c(c1)nc1n2CCCC1
12,0.92,4,-24,O=C1c2ccccc2S(=O)(=O)N1CC(O)Cn1c2ccccc2c2ccccc21 (configuration not stated)
8,1,2,-12,O=C(c1ccc(COc2c(F)c(F)c(F)c(F)c2F)o1)N1CCOCC1
3,0.97,-6,-14,O=S(=O)(NC1CCCCC1NS(=O)(=O)c1ccc(F)cc1)c1ccc(F)cc1 (configuration not stated)
10,1.1,-2,-2,O=C(CN1CCN(S(=O)(=O)c2ccc(Cl)cc2)CC1)Nc1ccc2c(c1)OCCO2
3,1,-5,-15,Cc1ccc(-c2nnc(SCC(=O)Nc3ccccc3F)o2)cc1
15,1.1,12,-26,CCc1nc2ccccc2c(=O)n1CCCCn1c(CC)nc2ccccc2c1=O
7,1,2,-5,Cc1nc2ccc(S(=O)(=O)NC(C(=O)NCc3cccs3)C(C)C)cc2s1 (configuration not stated)
4,1.1,-4,-2,O=C(CCSCCc1ccncc1)NCCCN1CCOCC1
8,1.1,0,-10,O=C(CN1C(=O)c2ccccc2C1=O)Nc1ccccc1C(=O)N1CCCC1
5,1,9,-51,Cc1c(C(=O)O)oc2ccc(S(=O)(=O)NCc3ccc4c(c3)OCO4)cc12
3,1.6,6,-10,CC(=O)Nc1ccc(N=Cc2nc(-c3ccc(C)cc3)oc2O)cc1

# Quoted from the entries so far (five entries):
Prostate diff,Jurkat autofluor,VLA-4 allo ag,VLA-4 antagonist,Compound
7,1,2,-5,Cc1nc2ccc(S(=O)(=O)NC(C(=O)NCc3cccs3)C(C)C)cc2s1 (configuration not stated)
4,1.1,-4,-2,O=C(CCSCCc1ccncc1)NCCCN1CCOCC1
8,1.1,0,-10,O=C(CN1C(=O)c2ccccc2C1=O)Nc1ccccc1C(=O)N1CCCC1
5,1,9,-51,Cc1c(C(=O)O)oc2ccc(S(=O)(=O)NCc3ccc4c(c3)OCO4)cc12
3,1.6,6,-10,CC(=O)Nc1ccc(N=Cc2nc(-c3ccc(C)cc3)oc2O)cc1

# Additional structures.
Prostate diff,Jurkat autofluor,VLA-4 allo ag,VLA-4 antagonist,Compound
4,1.2,-4,-11,O=C1Nc2cc(Cl)cnc2N2CCCC12 (configuration not stated)
2,0.98,5,-5,COc1ccc(N(CC(=O)NC2CCCCC2)S(=O)(=O)c2cccnc2)cc1
4,0.99,-6,-3,CNc1ccc(C(O)(C(F)(F)F)C(F)(F)F)cc1C(O)(C(F)(F)F)C(F)(F)F
3,1,3,-14,CCOC(=O)C(C)Sc1nnc(Cc2cc(=O)[nH]c(=O)[nH]2)n1-c1cccc(OC)c1 (configuration not stated)
2,1,-6,-4,NC(=O)CSc1nnc(-c2cc3ccccc3o2)n1Cc1ccccc1
7,1,-4,-7,COc1ccc(NC(=O)CCNC(=O)Cn2cnc3ccccc3c2=O)c(OC)c1
8,1.1,-4,2,Cc1ccccc1Cn1nc(C)c(NC(=O)c2cc(-c3cccs3)on2)c1C
8,1,?,?,CCOC(=O)C1CCN(C(=O)c2cnn3c(C)cc(C)nc23)CC1
2,1,9,-23,COc1ccc(S(=O)(=O)NCCC(=O)NCc2cccs2)cc1
13,1,2,1,O=C(CSc1nc2ccccc2n1CC(=O)N1CCCC1)Nc1nccs1
16,0.93,2,0,CCn1c(=O)cc(SCC(=O)N2CCN(C(=O)c3ccco3)CC2)c2ccccc21
2,0.99,8,-15,CCCCCn1c(S(=O)(=O)O)nc2ccccc21
0,0.99,1,14,CCn1c(SCC(=O)N2CCN(c3ccc(Cl)cc3)CC2)nc2ccccc2c1=O
11,1.1,?,?,CCOC(=O)N1CCC(NC(=O)c2cc3cc4cc(OC)ccc4nc3o2)CC1
7,1.1,3,-6,COc1ccc(/C=N/n2cc(-c3ccc(OC)cc3)nc2N)cc1
4,1,1,-20,O=C(NCc1ccco1)c1cnc2n(c1=O)CCS2
18,1.1,-1,9,CCC1SC2=NC(C)=C(C(=O)OC)C(c3ccc(C)cc3)N2C1=O (configuration not stated)
9,1.1,0,-12,COc1cccc(NC(=O)CSc2nnnn2C(C)C)c1
12,0.99,3,-8,CCCS(=O)(=O)N1CCCC(C(=O)NCc2ccc(C)cc2)C1 (configuration not stated)
12,1,5,-20,Cc1noc(C)c1S(=O)(=O)Nc1ccc(C(=O)NC2CCCCC2C)cc1 (configuration not stated)
5,1.1,-1,-2,Cc1ccc(S(=O)(=O)N2CCN(C(=O)N3CCOCC3)C2C)cc1 (configuration not stated)
3,1.1,-1,-13,CC(C)N(CCc1ccncc1)C(=O)Nc1ccc(F)cc1
2,1.1,-2,11,CC1CCCCC1NC(=O)C1CCN(S(=O)(=O)c2ccc3c(c2)CCC(=O)N3)CC1 (configuration not stated)
4,0.92,2,-26,O=C(NCN1CCCCC1)c1cnccn1
6,1.1,?,?,Cc1cc(=S)[nH]c2ccccc12
8,1,1,1,CCC(=O)N1CCCc2cc(S(=O)(=O)N3CCN(C4CCCCC4)CC3)ccc21
8,1.1,0,-20,Cn1c(C(=O)N2CCN(c3ccccn3)CC2)cc2c(=O)n(C)c3ccccc3c21
4,1.1,1,-14,C[N+]1=C2CCCCCN2C(O)(c2ccccc2)C1 (configuration not stated)
5,1,1,2,COC(=O)c1ccc2nc(NC(=O)CN3C(=O)CCC3=O)sc2c1
8,0.96,13,-10,CC1CN(C(=O)c2cc3c(=O)n4ccccc4nc3s2)CC(C)O1 (configuration not stated)
1,1.2,-7,19,O=C(c1ccco1)N1CCN=C1SCc1ccccc1F
5,0.94,2,-7,Cc1cccc(-n2ccnc2SCC(=O)Nc2nccs2)c1
6,1.1,4,-11,O=c1c(F)cn(C2CCCO2)c(=O)n1Cc1c(F)cccc1Cl (configuration not stated)
3,3.1*,?,?,Cc1nc2cc(Cl)c(Cl)cc2nc1C
9,1,4,14,O=C(Oc1cccc(Br)c1)c1cccnc1
8,1.1,0,-9,CCOC(=O)N1CCN(C(=O)COc2ccc3c(c2)C(=O)CC2(CCN(C(C)=O)CC2)O3)CC1
4,1.1,6,46,CCS(=O)(=O)N1CCC(C(=O)NCCCN2CCCCCC2)CC1
12,1.4,?,?,CC(C)(C)C1CCc2c(sc(NC(=O)c3cc(C4CC4)on3)c2C#N)C1 (configuration not stated)
3,1.1,-6,0,O=C(c1ccc(CS(=O)(=O)c2cccc(C(F)(F)F)c2)o1)N1CCN(c2ccccn2)CC1
3,1.2,-6,-16,CCOc1ccccc1N1CCN(C(=O)c2ccncc2)CC1
3,0.93,1,11,COc1ccc(C(C(=O)OCCN(C)C)c2ccccc2)cc1 (configuration not stated)
20,0.97,5,-4,O=C1CCc2cc(S(=O)(=O)NC(Cc3ccccc3)C(=O)NC3CCCC3)ccc2N1 (configuration not stated)
5,1.1,4,-18,COc1ccc(-c2nnn(CCc3nn[nH]n3)n2)cc1OC
7,1,0,-6,C=C(C)Cn1c(N2CC(C)CC(C)C2)nc2c1c(=O)[nH]c(=O)n2C (configuration not stated)
10,0.88,6,-13,COc1cccc(C(=O)N(CN2CCCC2=O)c2cccc(Cl)c2)c1
7,1,3,0,O=C(CN1CCOc2ccccc21)NCc1ccccc1
17,0.8,?,?,CCCOc1ccc(C2c3c(oc4cc(C)c(C)cc4c3=O)C(=O)N2CCCN(C)C)cc1OCC (configuration not stated)
2,0.93,2,-23,CC(C)C(C(=O)Nc1ccc2c(c1)OCO2)N1C(=O)c2ccccc2C1=O (configuration not stated)

# Only part of the results is shown; count on the stated rates, not on these rows.
